# Bioassay records: PubChem, several laboratories
# Siah-1 displacement: blockers of Siah-1 interaction with plectin peptide – biochemical, fluorescence polarization, rhodamine-plectin, uHTS, primary screen (AID 1817). Siah-1 / rhodamine-plectin peptide fluorescence polarization; higher % means a stronger effect. displacement, % at 20 µM, or IC50 in µM where a hit was titrated. 0.02% of 290,000 active;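 active = displacement of at least 50% at 20 µM, with a fluorescence ratio check between 0.3 and a set limit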;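 also: plate controls were Siah plus tracer with DMSO for no effect and tracer alone without Siah for full effect; strong numbers were not always called active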
# Lipid droplet: modulators of hepatic lipid droplet formation; AID 1656; inhibition, % at 6.5 µM; AML12 mouse hepatocytes, oleate lipid droplets, BODIPY imaging; 0.4% of 240,000 active;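 active = lipid droplet intensity inhibited by at least 50%, with more than 500 cells counted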
#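 System: AML12 hepatocytes (mouse). Probe or stimulus: oleic acid at 100 µM to induce lipid droplet formation. Times: overnight treatment with compound plus oleate. Detection: Image-based BODIPY and DAPI two-channel analysis. Evaluation: percent inhibition of filter-corrected integrated lipid droplet intensity per well.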
# UTI89 phage lysis: protection from phage-mediated lysis, alamar blue read-out – E. coli UTI89, K1F phage, bacterial capsule biogenesis inhibitors (AID 488966); inhibition, % at 100 µM, or IC50 in µM where a hit was titrated; E. coli UTI89 K1F phage lysis, alamar blue, 2 h; higher % means a stronger effect; 0.02% of 340,000 active;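 active = phage lysis inhibition, versus mean bacterial control, above a set limit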;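 also: capsule biogenesis inhibitors block K1F phage lysis so surviving cells raise fluorescence; higher fluorescence means more inhibition of phage lysis; actives were called in the ten point dose series up to 300 µM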
# Lipid droplet cells 6.5 µM: also measured in Lipid droplet; calls as there; cell count; measured here: cell count, cytotoxicity flag;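 cells counted across two imaged fields per well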
# Numbers without * were called inactive; i = inactive; [ ] = dose if it differs, or a comment. These rows are one share of the data. The share of hits here may be higher or lower than overall.
SMILES,Siah-1 displacement,Lipid droplet,Lipid droplet cells 6.5 µM,UTI89 phage lysis
CCc1nnc(NS(=O)(=O)c2ccc(NCc3cc(Cl)cc(Cl)c3O)cc2)s1,-4%,1,817,-0.3%
C=CCOc1ccccc1CN1CCC(n2nccc2NC(=O)C2CC2)CC1,10%,-2,826,0.0%
CC(C)OCCCNC(=O)CN1C(=O)COc2ccc(S(=O)(=O)N3CCCCCC3)cc21,3%,-12,806,6.3%
Cc1ccccc1NC(=O)C1CCN(S(=O)(=O)c2ccc3c(c2)NC(=O)C(C)S3)CC1 (stereo not given),-2%,-3,683,1.2%
COc1ccccc1CNC(=O)CCCNC(=O)Cn1cnc2sc(C)c(C)c2c1=O,2%,-3,795,0.7%
CC(NS(=O)(=O)c1ccccc1)C(=O)NC1CCCC1 (stereo not given),-2%,5,843,-0.1%
O=C(CCN1CCN(c2ccc([N+](=O)[O-])cc2)CC1)c1ccc(Cl)cc1,0%,-2,846,0.0%
COc1ccc(S(=O)(=O)N2CCOC2CNC(=O)C(=O)NCCCN2CCOCC2)cc1C (stereo not given),-2%,-9,827,0.0%
CC(C)c1ccc(OCC(=O)N2CCN(c3ccccn3)CC2)c(Br)c1,-8%,-14,822,1.1%[50 µM]
CC(=O)Nc1ccc(C(=O)Nc2ccncc2)cc1,0%,2,827,-0.3%
O=C(Nc1ccc(F)c(Cl)c1)N1CCCCCC1,-5%,1,857,1.1%[50 µM]
O=C(Cc1c(F)cccc1Cl)NNC(=S)Nc1ccc(S(=O)(=O)Nc2ncccn2)cc1,4%,-2,815,0.0%
COc1ccc(NC(=O)CCn2c(=S)[nH]c3ccccc3c2=O)cc1,2%,-15,696,0.5%
O=C(CC1C(=O)NCCN1Cc1cccc(F)c1F)NCCCC1CCCC1 (stereo not given),0%,8,713,0.1%
COc1ccc(C2SCCN2S(=O)(=O)c2ccc(NC(C)=O)cc2)cc1OC (stereo not given),2%,9,781,0.3%
CC(=O)c1cccc(Nc2nc(-c3sc(N)nc3C)cs2)c1,-2%,-1,832,-1.1%
C[C@H](NC(=O)C1CCC(CNC(=O)[C@@H]2CCCN2C(=O)OC(C)(C)C)CC1)C(=O)O (stereo not given in full),8%,-23,747,1.6%[50 µM]
CCc1ccc(OCc2nnc(SCC(=O)NCC3CCCO3)n2C)cc1 (stereo not given),6%,-4,791,0.2%
CC(Sc1ncn[nH]1)C(=O)NCc1ccccc1 (stereo not given),-8%,5,845,0.0%[50 µM]
COC(=O)C(Cc1cccc(C)n1)(c1ccccc1)c1ccccc1,-6%,-4,745,1.8%[50 µM]
CC(C)CNC(=S)N1CCC(Cc2ccccc2)CC1,14%,-12,812,-0.3%
CN(C)CCNC(=O)c1ccc2c(=O)n(Cc3ccc(Cl)cc3)c(=S)[nH]c2c1,-5%,5,849,2.7%
CC(C)c1ccc(S(=O)(=O)Nc2ccc(O)c(Sc3ncn[nH]3)c2)cc1,-3%,-1,700,0.3%
NC(=O)Cn1c(=O)n(CCC(=O)Nc2ccc(F)cc2)c(=O)c2sccc21,-2%,13,723,0.5%
Cc1ccc(CNC(=S)N(C)C)cc1,-3%,12,641,0.5%

# The last two compounds of the part before come first, to join the parts:
SMILES,Siah-1 displacement,Lipid droplet,Lipid droplet cells 6.5 µM,UTI89 phage lysis
NC(=O)Cn1c(=O)n(CCC(=O)Nc2ccc(F)cc2)c(=O)c2sccc21,-2%,13,723,0.5%
Cc1ccc(CNC(=S)N(C)C)cc1,-3%,12,641,0.5%
CCc1cc(=O)oc2cc(C)cc(OCC(=O)NCC3CCC(C(=O)O)CC3)c12 (stereo not given),1%,0,803,2.5%
CCOc1ccc(/C=C/C(=O)c2c(O)cc(C)oc2=O)cc1,3%,8,820,2.5%
O=C(c1ccccc1)c1ccc(OC(=O)C2CCCCC2)cc1,-1%,-2,822,0.0%
CCc1cccc(NC(=O)CNC(=O)N2CC(=O)Nc3ccccc32)c1,12%,-3,718,0.0%
COc1nc(N(C)S(=O)(=O)c2ccc(C)cc2)nc(C)c1Br,2%,-6,842,0.2%
Cc1cc(C)nc(Nc2cccc(C(F)(F)F)c2)n1,0%,1,816,0.0%
Cc1ccc(C(C)C)cc1S(=O)(=O)NC1CC(C)(C)NC(C)(C)C1,-4%,-3,798,-2.0%
COc1ccc(C(=O)Nc2ccc(-c3n[nH]c(=S)o3)cc2)cc1OC,-5%,-4,782,-0.1%
Cc1nc2sccn2c(=O)c1S(=O)(=O)N1CCN(c2cccc(Cl)c2)CC1,-3%,-1,727,2.1%
CC(C)NC(=O)COc1coc(CN2CCN(Cc3ccccc3)CC2)cc1=O,11%,10,727,0.1%
CCCc1nnc(SCC(=O)Nc2cc(C)on2)n1CCOC,4%,-14,730,0.3%
COc1ccccc1NC(=O)CSc1nn2c(=O)c(C)nnc2s1,8%,10,633,1.8%[50 µM]
COC(=O)C1=CN(c2ccc(OC)cc2)C=C(C(=O)OC)C1c1cccc(F)c1,6%,-33,790,0.6%
CC(=O)N(c1ccc(C(F)(F)F)cc1)S(=O)(=O)c1ccc(N2C(=O)CCC2=O)cc1,-1%,-9,802,-1.7%[50 µM]
Cc1ccc(NC(=O)N2CCc3ccccc3C2)c(C)c1,-2%,3,815,-0.7%[50 µM]
COc1ccc(N2CCN(C(c3cccs3)C(C)NC(=O)C(=O)N3CCCCC3)CC2)cc1 (stereo not given),0%,1,764,0.4%
CCCCN(C)C(=O)Cn1nc(-c2ccc(Cl)cc2)ccc1=O,-2%,-15,849,0.0%
O=C(NCc1ccco1)c1ccc(CS(=O)Cc2cccc(Cl)c2)o1 (stereo not given),-4%,6,736,3.2%
CC(C)CN(C(=O)c1cccc(Cl)c1)c1c(N)n(CC(C)C)c(=O)[nH]c1=O,4%,-1,761,0.4%
COc1ccc(/C=C2\SC(=S)N(CCCC(=O)Nc3ccc(C(=O)O)cc3)C2=O)cc1OC,-5%,1,873,-2.0%[50 µM]
COc1ccc(S(=O)(=O)N2CCC(C(=O)NC3CC3)CC2)cc1OC,10%,-4,827,0.2%
O=C(Nc1nnc(Cc2ccccc2)s1)Nc1ccccc1F,-1%,5,822,0.1%
N#C/C(=C\c1ccc(OCc2ccc(Cl)cc2)cc1)C(=O)Nc1cccc(C(=O)O)c1,37%,-23,715,-1.7%
Cc1ccc(NC(=O)CN2C(=O)CSc3ccc(S(=O)(=O)N4CCCCC4)cc32)cc1,1%,-5,722,0.7%
Cc1cccc(NC(=O)CN2CCOCC2)c1C,-9%,23,880,0.1%
# Next section.
SMILES,Siah-1 displacement,Lipid droplet,Lipid droplet cells 6.5 µM,UTI89 phage lysis
COC(=O)CN1C(=O)COc2ccc(S(=O)(=O)NCc3ccc(F)cc3)cc21,0%,4,741,-0.1%
Cn1c(SCC(=O)NNC(=O)c2ccccc2O)nnc1-c1ccccc1,7%,-2,821,0.0%
Cc1ccccc1C(=O)NC(C)C1CC2CCC1C2 (stereo not given),1%,-5,829,0.2%
COc1cc(/C=N/N2CCN(Cc3ccc(Cl)cc3)CC2)cc(Br)c1O,10%,7,832,i
O=C(C1CCN(S(=O)(=O)c2cccc3nsnc23)CC1)N1CCCCC1,12%,-5,698,0.4%
Cc1cc(OCC(=O)Nc2cc(C(C)(C)C)on2)ccc1[N+](=O)[O-],-2%,-17,629,-0.1%
COc1ccc(C(=O)Nc2ccc(Cl)cc2C(=O)N2CCOCC2)cc1,3%,-9,643,0.1%
CCN(CC(=O)N1CCN(Cc2ccccc2)CC1)S(=O)(=O)c1ccc(C)cc1,2%,-5,777,0.1%
CCc1noc(C)c1C(=O)Nc1ccccc1C(C)(C)C,-7%,3,857,0.3%
CCC1C(=O)C(C)(C)C(=O)OC1c1ccc([N+](=O)[O-])cc1 (stereo not given),21%,7,794,-0.1%
CC(=O)Nc1cccc(/C(C)=N/N2C(C)CCCC2C)c1 (stereo not given),-1%,29,868,0.0%
CCOC(=O)CNC(=O)N1CCCC(C(=O)c2cc(C)c(OC)c(C)c2)C1 (stereo not given),6%,5,812,0.0%
CC(C)N(C(=O)Cn1c(SCC(=O)NC2CC2)nc2ccccc21)C(C)C,0%,-16,802,0.1%
COc1ccc(C2=NS(=O)(=O)N(C)C(C(=O)NC(C)c3ccccc3)=C2)cc1OC (stereo not given),0%,38,827,2.3%
COCCC(=O)N1CCC(Oc2ccc(C(=O)N3CCCC(OC)C3)cc2)CC1 (stereo not given),4%,7,740,-0.1%
O=C(c1cccc(Cl)c1)N1CCN(c2ncccn2)CC1,7%,0,845,0.8%[50 µM]
CC(=O)c1ccc(NC(=S)N2CCCC2)cc1,-1%,-4,895,0.1%
CC1CCN(Cc2nnnn2CCCC(=O)NCCN2CCOCC2)CC1,6%,-9,647,0.0%
Cc1nn(S(=O)(=O)c2ccc(F)cc2)c(C)c1S(=O)(=O)N1CCCCC1,2%,-1,711,0.8%
CC(C)(C)c1ccc(OCCSc2nc3ccccc3n2CC(=O)O)cc1,2%,-15,785,-0.8%[50 µM]
CCOCc1nnc(NC(=O)C2CCN(C(=O)C3CC(=O)N(c4ccc(C)cc4)C3)CC2)s1 (stereo not given),9%,-3,824,0.1%
COc1ccc(C=O)cc1OC1C=CCCC1 (stereo not given),0%,-12,748,0.2%
CCn1c(-c2cccc(S(=O)(=O)N3CCCC3)c2)n[nH]c1=S,4%,1,635,0.1%
CCOc1ccc(NS(=O)(=O)c2ccc(-c3coc(C)n3)cc2)cc1,2%,22,758,0.1%
N#Cc1nc(-c2ccccc2F)oc1N1CCN(C(=O)c2ccco2)CC1,2%,-9,823,1.3%[50 µM]
Cc1ccc(CNS(=O)(=O)c2cc3c(cc2C)NC(=O)CO3)cc1,-1%,4,852,-0.8%
O=C(CCN1C(=O)/C(=C/c2ccccc2Cl)SC1=S)NCCc1ccc(O)cc1,0%,-3,723,0.2%
COc1ccc(C(=O)COc2ccc3c(C)cc(=O)oc3c2)cc1,11%,-7,765,1.8%

# 17 successive compounds already listed:
SMILES,Siah-1 displacement,Lipid droplet,Lipid droplet cells 6.5 µM,UTI89 phage lysis
CCOC(=O)CNC(=O)N1CCCC(C(=O)c2cc(C)c(OC)c(C)c2)C1 (stereo not given),6%,5,812,0.0%
CC(C)N(C(=O)Cn1c(SCC(=O)NC2CC2)nc2ccccc21)C(C)C,0%,-16,802,0.1%
COc1ccc(C2=NS(=O)(=O)N(C)C(C(=O)NC(C)c3ccccc3)=C2)cc1OC (stereo not given),0%,38,827,2.3%
COCCC(=O)N1CCC(Oc2ccc(C(=O)N3CCCC(OC)C3)cc2)CC1 (stereo not given),4%,7,740,-0.1%
O=C(c1cccc(Cl)c1)N1CCN(c2ncccn2)CC1,7%,0,845,0.8%[50 µM]
CC(=O)c1ccc(NC(=S)N2CCCC2)cc1,-1%,-4,895,0.1%
CC1CCN(Cc2nnnn2CCCC(=O)NCCN2CCOCC2)CC1,6%,-9,647,0.0%
Cc1nn(S(=O)(=O)c2ccc(F)cc2)c(C)c1S(=O)(=O)N1CCCCC1,2%,-1,711,0.8%
CC(C)(C)c1ccc(OCCSc2nc3ccccc3n2CC(=O)O)cc1,2%,-15,785,-0.8%[50 µM]
CCOCc1nnc(NC(=O)C2CCN(C(=O)C3CC(=O)N(c4ccc(C)cc4)C3)CC2)s1 (stereo not given),9%,-3,824,0.1%
COc1ccc(C=O)cc1OC1C=CCCC1 (stereo not given),0%,-12,748,0.2%
CCn1c(-c2cccc(S(=O)(=O)N3CCCC3)c2)n[nH]c1=S,4%,1,635,0.1%
CCOc1ccc(NS(=O)(=O)c2ccc(-c3coc(C)n3)cc2)cc1,2%,22,758,0.1%
N#Cc1nc(-c2ccccc2F)oc1N1CCN(C(=O)c2ccco2)CC1,2%,-9,823,1.3%[50 µM]
Cc1ccc(CNS(=O)(=O)c2cc3c(cc2C)NC(=O)CO3)cc1,-1%,4,852,-0.8%
O=C(CCN1C(=O)/C(=C/c2ccccc2Cl)SC1=S)NCCc1ccc(O)cc1,0%,-3,723,0.2%
COc1ccc(C(=O)COc2ccc3c(C)cc(=O)oc3c2)cc1,11%,-7,765,1.8%
